Bioassay records: PubChem, several laboratories
GPR55 LPI antagonism = inhibition of LPI-stimulated GPR55 beta-arrestin translocation – imaging, U2OS, beta-arrestin-GFP, LPI agonist, primary screen (AID 2013). U2OS GPR55 beta-arrestin-GFP translocation imaging, LPI antagonism; higher % means a stronger effect. inhibition, % at 10 µM; hits with a dose series show IC50 in µM. 290,000 compounds, 0.13% hits;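 active = spots per cell inhibited over 60%, with over 100 cells counted and total cytoplasm intensity under 500,000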;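 note: U2OS cells stably carrying GPR55 and arrestin-GFP stimulated by 5 µM LPI near EC80; imaged beta-arrestin-GFP aggregate spots per cell after agonist stimulation; plate controls were LPI-stimulated DMSO wells for no effect and DMSO wells without LPI for full effect; some results filed as inactive read as strong as hits; confirmed hits need IC50 under 10 µM and bright autofluorescent wells are also inconclusive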
Large T inhibition = SV40 large T antigen inhibitors, biochemical (AID 1903). SV40 large T antigen ATPase/helicase inhibition assay; higher % means a stronger effect. inhibition, % at 20 µM; hits with a dose series show IC50 in µM. 310,000 compounds, 0.39% hits; in the data active = a potency from the dose series; note: strong numbers were not always called active
GPR55 activation = selective activators of receptor GPR55 – imaging, U2OS cells, beta-arrestin-GFP redistribution, primary screen (AID 1961); U2OS GPR55 beta-arrestin-GFP redistribution imaging; higher % means a stronger effect; activation, % at 10 µM; hits with a dose series show EC50 in µM; 290,000 compounds, 0.048% hits;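 active = activation above 40% with more than 50 cells counted in the well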;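 note: U2OS osteosarcoma cells stably expressing GPR55 and beta-arrestin-GFP; plate controls were DMSO negative control for no effect and LPI positive control for full effect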
NS5 inhibitors = flavivirus cap methylation enzyme inhibition – biochemical, confirmation dose response, primary screen (AID 588689). Dengue-2 NS5 methyltransferase capping enzyme assay, biochemical; higher % means a stronger effect. inhibition, % at 25 µM; hits with a dose series show IC50 in µM. 340,000 compounds, 0.3% hits; in the data active = a potency from the dose series
NTR1 agonist = agonists of NTR1, primary screen, imaging, U2OS cells, beta-arrestin-GFP, high content (AID 493036) | P30989 | NTR1-U2OS beta-arrestin-GFP spot imaging, agonist mode | activation, % at 20 µM | 330,000 compounds, 0.17% hits;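 active = activation at or above 40% of the spot to cytoplasm intensity ratio, with at least 20 cells analyzed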;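 note: 0% = DMSO without peptide and 100% = 100 nM NTR1 peptide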
Target sequence (P30989 whole entry, looked up): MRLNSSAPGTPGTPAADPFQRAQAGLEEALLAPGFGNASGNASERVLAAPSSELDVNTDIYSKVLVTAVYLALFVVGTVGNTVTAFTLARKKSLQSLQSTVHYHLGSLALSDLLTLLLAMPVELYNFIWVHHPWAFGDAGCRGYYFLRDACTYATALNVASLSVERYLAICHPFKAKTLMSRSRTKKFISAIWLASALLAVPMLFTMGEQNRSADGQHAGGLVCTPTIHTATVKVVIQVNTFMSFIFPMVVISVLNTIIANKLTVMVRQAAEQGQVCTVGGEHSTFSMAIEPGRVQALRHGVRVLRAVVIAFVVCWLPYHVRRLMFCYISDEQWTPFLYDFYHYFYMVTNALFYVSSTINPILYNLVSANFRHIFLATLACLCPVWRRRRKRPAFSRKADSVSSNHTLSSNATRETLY
MgcRacGAP inhibition = MgcRacGAP GTPase-activating activity inhibitors, confirmation, biochemical, ADP Hunter fluorescence | MgcRacGAP-stimulated Rac1 GTP hydrolysis, ADP Hunter fluorescence; higher % means a stronger effect; GST-tagged Rac1 F28L mutant substrate | inhibition, % at 30 µM; hits with a dose series show IC50 in µM | 340,000 compounds, 0.6% hits;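 active = first-screen hits whose inhibition reached a set limit at any dose in the follow-up dose series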;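 note: fluorescence reports GDP produced by GAP-driven GTP hydrolysis; strong numbers were not always called active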
AID2073 = disruptors of CaV2.2 binding to Mint1 – biochemical, HTRF (AID 2073) | 290,000 compounds, 0.19% hits | one-dose inhibition, % at 20 µM; IC50 in µM for titrated hits | HTRF protein-protein interaction, Mint1-CaV2.2; higher % means a stronger effect; in the data active = inhibition mostly above about 51%, no sharp cut-off; note: some results filed as inactive read as strong as hits
Yfh1-depleted yeast = enhancers of respiration in Yfh1-depleted yeast, dose response, Friedreich's ataxia, plus single-dose screen (AID 1465); S. cerevisiae Yfh1-off respiration, WST-1 reduction, 72 h; higher fold induction means a stronger effect; fold induction at 50 µM; hits with a dose series show EC50 in µM; 220,000 compounds, 0.074% hits;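 active = fold induction of absorbance versus untreated yeast above a set limit, then at least 30% activation at any dose in follow-up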;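 note: activators that raise dye reduction in frataxin-depleted yeast; strong numbers were not always called active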
GPR35 arrestin U2OS = inhibition of zaprinast-stimulated GPR35 beta-arrestin translocation – imaging, U2OS, beta-arrestin-GFP, zaprinast agonist, primary screen (AID 2058) | U2OS GPR35 beta-arrestin-GFP translocation imaging, zaprinast antagonism; higher % means a stronger effect | inhibition, % at 10 µM; hits with a dose series show IC50 in µM | 290,000 compounds, 0.052% hits;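 active = inhibition of at least 50% with at least 30 cells and total cytoplasm GFP at most 10,000,000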
NTR1 agonist cell count 20 µM = also measured in NTR1 agonist; calls as there; cell count; measured here: cell count, cytotoxicity flag
NS5 inhibitors pilot replicate = also measured in NS5 inhibitors; calls as there; inhibition, %; measured here: pilot screen replicate inhibition
Starred values were filed as active, the others as inactive; i = inactive; nt = not tested or not shown.

SMILES	GPR55 LPI antagonism	Large T inhibition	GPR55 activation	NS5 inhibitors	NTR1 agonist	NTR1 agonist cell count 20 µM	MgcRacGAP inhibition	AID2073	Yfh1-depleted yeast	GPR35 arrestin U2OS	others
COC(=O)C1(C)NC(c2ccccc2C)C2C(=O)N(c3ccc(F)cc3)C(=O)C21 (stereo unspecified)	10.0%	-2.5%	-0.1%	-24.4%	-1.1	60	16.5%	-5.7%	nt	-0.6%	NS5 inhibitors pilot replicate=-13.7
CCN1CCN(CC(O)COC(c2ccccc2)c2ccccc2C)CC1 (stereo unspecified)	6.6%	5.0%	-0.2%	0.7%	0.0	98	64.1µM*	14.5%	nt	5.7%
Cc1ccc(S(=O)(=O)c2nc(-c3ccccc3Br)oc2N(C)C)cc1	2.6%	6.5%	-0.1%	0.7%	3.1	57	4.9%	21.2%	nt	0.8%
CC(C)NS(=O)(=O)c1ccc(CCC(=O)O)cc1	12.6%	1.6%	-0.2%	-4.5%	-4.1	72	4.1%	-2.3%	i	-13.1%
O=C(Cc1cc(=O)[nH][nH]1)N/N=C/c1c(F)cccc1Cl	-1.3%	19.6%	0.2%	0.9%	7.2	82	-3.0%	9.3%	i	-8.7%
N#Cc1c(-c2ccccc2)ccn(Cc2cccc(Cl)c2)c1=O	27.7%	9.4%	-0.2%	0.0%	0.4	51	5.6%	8.7%	i	-11.4%
COc1ccc(N2CCN(C(=O)c3cc(C)on3)CC2)cc1	9.7%	17.1%	0.3%	3.9%	0.8	60	19.5%	-7.7%	nt	4.9%
Oc1ccc(/C=N/Nc2nc(-c3ccc(Cl)cc3)cc(C(F)(F)F)n2)cc1	12.7%	14.5%	0.1%	-5.8%	61.2*	66*	17.6%	10.0%	i	-2.2%
Cc1ccc(OCCNS(=O)(=O)c2ccc(N3CCCC3=O)cc2)cc1	-2.3%	-15.9%	0.1%	-0.7%	-1.1	52	-1.0%	3.4%	i	5.5%
CCC(CC)NC(=O)/C=C/c1cccc([N+](=O)[O-])c1	1.0%	7.5%	0.3%	-2.9%	0.5	39	5.0%	-4.0%	i	6.0%
CN1CCN(C(c2ccc(F)cc2)c2nnnn2Cc2cccs2)CC1 (stereo unspecified)	2.0%	0.0%	-0.1%	2.4%	-3.4	80	10.1%	0.5%	i	-5.6%
O=C(CSCc1cccc(Cl)c1)N1CCN(Cc2ccc3c(c2)OCO3)CC1	-21.3%	3.6%	-0.1%	-4.8%	-0.1	49	0.4%	-0.1%	i	8.8%
C=CCOC(=O)C1=C(C)NC(=S)NC1/C=C/c1ccccc1 (stereo unspecified)	-1.4%	18.6%	0.2%	-6.4%	0.9	62	1.9%	-40.6%	i	9.4%
CC1CN(CC(=O)Nc2nc3ccccc3s2)CC(C)O1 (stereo unspecified)	-4.6%	5.0%	-0.1%	-5.3%	-1.3	58	12.5%	4.6%	nt	-11.0%
O=C(O)c1ccc(Nc2ncnc3ccccc23)cc1	0.2%	1.5%	-0.1%	-6.8%	0.7	57	7.6%	7.5%	nt	-2.6%
CC(=O)Nc1cccc(NC(=O)C2CC(=O)N(C3CCCCC3)C2)c1 (stereo unspecified)	1.6%	8.2%	-0.1%	-0.7%	-0.5	63	8.8%	-7.9%	nt	-5.6%
CC1(c2ccc3ccccc3c2)NC(=O)N(CC(=O)N2CCN(S(=O)(=O)c3ccccc3F)CC2)C1=O (stereo unspecified)	8.0%	6.8%	0.7%	0.7%	1.6	68	7.1%	8.2%	nt	6.5%
COc1ccc(N/C=C\C(=O)c2ccc3ccccc3c2)cc1	-3.5%	2.4%	-0.2%	-4.7%	-1.1	64	-1.5%	18.4%	nt	-3.2%
COc1cccc(C2=NN(C(C)=O)C(c3cccs3)C2)c1 (stereo unspecified)	1.0%	3.2%	0.0%	-0.7%	-0.4	83	4.1%	0.9%	nt	-4.0%
COc1ccccc1S(=O)(=O)Nc1cc(S(=O)(=O)N2CCCCC2)ccc1N1CCOCC1	1.8%	-8.8%	-0.4%	-3.0%	3.4	59	7.4%	0.8%	i	7.4%
COC(=O)C1=CN(c2ccc(F)c(F)c2)C=C(C(=O)OC)C1c1ccc([N+](=O)[O-])cc1	-15.4%	10.0%	-0.4%	-11.7%	2.4	48	-5.6%	8.5%	nt	-9.1%
COC(=O)c1ccc(CSc2nc3ccc(S(=O)(=O)N4CCOCC4)cc3[nH]2)cc1	-6.4%	-2.9%	-0.2%	0.0%	2.2	45	1.1%	-1.1%	i	3.2%
CCC(=O)OCc1cc(=O)oc2ccc3ccccc3c12	17.6%	9.5%	0.7%	-1.6%	2.7	62	9.8%	18.6%	nt	14.4%
CCOC(=O)C1CCN(S(=O)(=O)c2ccc(Cl)cc2)CC1	-9.5%	3.2%	-0.1%	-2.0%	-0.5	73	4.2%	-1.4%	nt	-5.0%
CCN(CC(=O)Nc1ccc(OC)c(OC)c1)S(=O)(=O)c1ccc(C)cc1	2.1%	-0.7%	-0.2%	2.1%	3.7	66	7.3%	-4.7%	i	-2.6%

The last 4 compounds of the part above are carried over, then new ones follow.
SMILES	GPR55 LPI antagonism	Large T inhibition	GPR55 activation	NS5 inhibitors	NTR1 agonist	NTR1 agonist cell count 20 µM	MgcRacGAP inhibition	AID2073	Yfh1-depleted yeast	GPR35 arrestin U2OS	others
COC(=O)c1ccc(CSc2nc3ccc(S(=O)(=O)N4CCOCC4)cc3[nH]2)cc1	-6.4%	-2.9%	-0.2%	0.0%	2.2	45	1.1%	-1.1%	i	3.2%
CCC(=O)OCc1cc(=O)oc2ccc3ccccc3c12	17.6%	9.5%	0.7%	-1.6%	2.7	62	9.8%	18.6%	nt	14.4%
CCOC(=O)C1CCN(S(=O)(=O)c2ccc(Cl)cc2)CC1	-9.5%	3.2%	-0.1%	-2.0%	-0.5	73	4.2%	-1.4%	nt	-5.0%
CCN(CC(=O)Nc1ccc(OC)c(OC)c1)S(=O)(=O)c1ccc(C)cc1	2.1%	-0.7%	-0.2%	2.1%	3.7	66	7.3%	-4.7%	i	-2.6%
Cc1ccc(C2CC(c3ccco3)n3nc(N)nc3N2)cc1 (stereo unspecified)	0.3%	12.0%	0.3%	-2.9%	-2.1	57	4.8%	2.2%	i	3.5%
O=C(O)c1cccc(Oc2ncnc3sc4c(c23)CCCC4)c1	-4.1%	23.0%	0.0%	-5.5%	-1.0	32	1.6%	12.5%	i	-14.2%
CC(=O)c1coc2ccc(OCCN3CCCCC3)cc12	2.4%	-5.7%	-0.1%	-0.7%	2.9	48	4.3%	-8.9%	i	2.8%
COc1cc(Cl)c(C)cc1NC(=O)CNC(C)c1ccccc1OC (stereo unspecified)	5.3%	-0.8%	0.2%	-6.1%	6.7	33	3.5%	6.9%	i	1.3%
Cn1c(=O)c(=O)n(C)c2cc(S(=O)(=O)NCCOc3ccccc3Cl)ccc21	6.2%	21.1%	-0.2%	0.8%	1.2	35	-0.9%	13.3%	i	4.0%
O=C(NC1CCCCC1)N1CCC(n2cnc3ccccc32)CC1	-2.0%	3.6%	-0.1%	-7.1%	-0.7	90	10.0%	-1.6%	i	-1.3%
O=C1N(CCCCN2C(=O)C3(OCCO3)c3ccccc32)c2ccccc2C12OCCO2	-2.2%	-2.9%	-0.2%	-3.8%	0.4	41	14.7%	-3.9%	i	-4.0%
CCOC(=O)c1c(C)[nH]c(C)c1C(=O)Cn1nnc(-c2ccccc2C)n1	nt	7.1%	nt	-3.3%	7.1	80	1.7%	nt	i	nt
C#CCn1cc(/C=N/Nc2nc3ccccc3[nH]2)c2ccccc21	-15.6%	32.0%	2.5%	-3.5%	21.8	60	15.7%	-42.4%	i	11.2%
COc1ccc2nc(C)c(C(=O)OCCN(C)C)cc2c1	11.8%	nt	-0.2%	nt	nt	nt	nt	8.7%	nt	10.8%
Cc1cc(C)nc(NC(=O)C(C)N2C(=O)c3ccccc3C2=O)n1 (stereo unspecified)	-6.8%	-1.7%	0.5%	-5.7%	-1.8	68	5.9%	1.2%	i	-11.1%
Cc1ccc2cccc(Oc3ncnc4sc(C)c(C)c34)c2n1	4.3%	11.2%	0.5%	nt	0.9	80	3.7%	-2.7%	i	-9.2%
CS(=O)(=O)c1ccc2nc(NC(=O)C3CC(=O)N(c4ccccc4)C3)sc2c1 (stereo unspecified)	6.4%	0.4%	0.2%	-7.9%	-1.6	66	-3.4%	-4.1%	nt	9.5%
Cc1nnn(-c2nonc2N)c1C(=O)N/N=C/c1cccc2ccccc12	14.2%	3.1%	0.1%	-2.7%	1.3	58	10.1%	37.3%	i	16.2%
CCCCNC(=O)O[C@H]1C[C@@H]2CCN3C(=O)CCC[C@H]([C@H]1Cc1ccccc1)[C@H]23	3.1%	2.5%	0.0%	-4.4%	0.1	100	12.1%	-5.9%	nt	-7.4%
O=C(CNS(=O)(=O)c1ccccc1)N1CCN(c2ccccc2)CC1	10.4%	-0.5%	0.0%	-0.7%	-0.7	47	2.6%	-2.2%	i	0.3%
S=c1[nH]nc(-c2ccncc2)n1/N=C/c1cn(-c2ccccc2)nc1-c1ccccc1	-8.3%	8.5%	-0.2%	nt	7.4	51	nt	-18.7%	i	7.3%
COCc1cc(C)nc2sc(C(=O)OC(C)C)c(N)c12	8.9%	8.7%	-0.1%	-11.8%	3.8	50	15.3%	24.7%	i	3.7%
N#CC1=C(N)Oc2cc(N)ccc2C1c1ccc(Cl)cc1 (stereo unspecified)	20.9%	10.7%	-0.1%	-8.0%	0.8	60	10.3%	-7.4%	nt	-5.0%
Cc1ccc(NC(=O)Nc2cnc3ccccc3c2)cc1	6.4%	7.2%	-0.2%	-26.3%	1.5	47	9.2%	-5.3%	i	12.6%
COc1ccccc1/C=C1\Cc2ccccc2C1=O	3.6%	3.0%	0.2%	-1.3%	nt	nt	5.8%	18.6%	i	0.1%
COC(/C=C/Nc1ccc(Br)cc1)=C(C#N)C#N	25.1%	6.8%	-0.1%	0.7%	1.7	47	-1.7%	3.1%	i	-14.3%
CCCOc1ccc(C(=O)NC(=S)NNC(=O)c2c(-c3ccccc3)noc2C)cc1	-3.2%	2.6%	0.0%	-3.9%	2.9	50	1.9%	-26.5%	i	2.4%
Cc1nnc(SCCn2c(N3CCCCC3)nc3c2c(=O)n(C)c(=O)n3C)s1	nt	nt	nt	-5.7%	-0.5	83	4.1%	nt	i	nt
O=C(Nc1nc2ccccc2[nH]1)C1CCCO1 (stereo unspecified)	-9.6%	11.2%	0.1%	-2.8%	-0.7	46	0.9%	-5.5%	i	4.6%
CC(C)c1ccccc1NC(=O)COC(=O)Cc1ccsc1	-9.3%	9.8%	-0.1%	-1.5%	-0.4	58	6.8%	6.1%	i	-18.4%
